# Assay outcomes: PubChem, several laboratories
# LANA DNA inh = inhibitors of KSHV C-LANA binding to DNA, primary screen, biochemical, fluorescence polarization, FAM-LBS DNA, MBP-C-LANA, single point; Kaposi's sarcoma herpesvirus LANA C-terminal domain (residues 932-1162) DNA binding; inhibition, % at 9 µM; 340,000 tested, 0.078% active; AID 504423, 2011;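 active means highest replicate inhibition at or above 60% at 9 µM, even if other replicates fall short; inactive means all replicates below 60% inhibition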;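 further: 0% = neutral control wells and 100% = 4 µM acridine orange control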
# Arrestin-AP2 inh = inhibitors of beta-arrestin/AP2 binding, primary screen, biochemical, GPCR trafficking, flow cytometry | beta-arrestin 1 C-terminal peptide binding to AP2 beta2-adaptin appendage (human) | FITC-arrestin peptide / GST-AP2 beads; AP2 beta2 appendage carries R879A mutation | inhibition, % at 10 µM | 340,000 tested, 0.31% active | AID 504490, 2011;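 active means inhibition above a set limit, near 3 SD of compounds lacking own fluorescence, cut at about 54% in these data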;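 further: plate controls were DMSO wells for no effect and 5 µM unlabelled arrestin peptide for full effect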
#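 Assay system: GST-AP2 R879A bound to glutathione beads, E. coli-expressed; Medium: PBS with 0.05% Tween 20 and 0.1% BSA; Also added: fluorescein-tagged arrestin peptide at 50 nM final; Timing: 12 min plus 1 h, RT; Measured by: flow cytometry, FL1 (488/535 nm); Evaluation: percent drop in bead-associated FITC signal.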
# RTF Ca sens act = cardiac RTF calcium sensitivity activators, primary screen, biochemical, IANBD-TnC fluorescence, EC20 calcium; Troponin I, cardiac muscle (Homo sapiens) + Troponin T, cardiac muscle (Homo sapiens) + …; IANBD-labeled TnC RTF fluorescence at EC20 calcium; 0% EC20 calcium, 100% full calcium; activation, % at 7.2 µM; 340,000 tested, 0.24% active;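 active means activation above the mean over all tested compounds plus 3 SD, cut at about 30% in these data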;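 further: rise in fluorescence read as greater calcium sensitivity of cardiac thin filaments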
# Wnt bcat act = Wnt/beta-catenin pathway activators, primary screen, cell-based, plate reader, single point | Wnt/beta-catenin reporter cell assay, activator | activation, % at 9.35 µM | AID 743398, 2014 | 300,000 tested, 1.2% active; in the data active means activation above about 30%, passing the limit was not always enough;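 further: 0% = neutral control wells and 100% = positive control wells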
# DSG3 Ab inh = inhibitors of pemphigus antibody binding to DSG3, primary screen, biochemical, bead-based, flow cytometry, scFv-GFP; Desmoglein-3 (Homo sapiens), P32926; DSG3-coupled beads, scFv-anti-DSG3-GFP binding; active compounds read low; binding (percent of control), % at 10 µM; 310,000 tested, 0.48% active; AID 588358, 2011;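 active means binding more than 3 SD below its plate's average and above zero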;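 further: hits lower antibody fragment binding to DSG3; some compounds called inactive have numbers as strong as hits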
# OPRM1-OPRD1 inv = inverse agonists of MOR-DOR heterodimerization, primary screen, cell-based, luminescence. Mu-type opioid receptor (Homo sapiens) + Delta-type opioid receptor (Homo sapiens), …. cell-based MOR-DOR heterodimer luminescence, inverse agonism. inhibition, % at 9.3 µM. 340,000 tested, 0.21% active. AID 504357, 2011; in the data active means inhibition above about 22%, passing the limit was not always enough;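 further: 0% = cells with DMSO and 100% = wells without cells with DMSO; values of inactives mirror those of a sister screen read the other way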
# Target sequence (P35372 whole entry, looked up): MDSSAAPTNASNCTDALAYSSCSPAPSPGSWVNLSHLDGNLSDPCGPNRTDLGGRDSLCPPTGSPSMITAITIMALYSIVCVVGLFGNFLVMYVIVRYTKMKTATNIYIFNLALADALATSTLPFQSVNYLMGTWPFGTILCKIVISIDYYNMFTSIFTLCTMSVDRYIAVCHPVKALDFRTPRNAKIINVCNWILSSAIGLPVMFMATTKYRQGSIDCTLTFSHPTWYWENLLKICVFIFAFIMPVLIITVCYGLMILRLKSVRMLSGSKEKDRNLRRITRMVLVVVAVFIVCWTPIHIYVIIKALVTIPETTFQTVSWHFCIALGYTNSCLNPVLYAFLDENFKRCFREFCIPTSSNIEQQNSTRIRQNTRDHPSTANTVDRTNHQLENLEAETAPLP
# Target sequence (P41143 whole entry, looked up): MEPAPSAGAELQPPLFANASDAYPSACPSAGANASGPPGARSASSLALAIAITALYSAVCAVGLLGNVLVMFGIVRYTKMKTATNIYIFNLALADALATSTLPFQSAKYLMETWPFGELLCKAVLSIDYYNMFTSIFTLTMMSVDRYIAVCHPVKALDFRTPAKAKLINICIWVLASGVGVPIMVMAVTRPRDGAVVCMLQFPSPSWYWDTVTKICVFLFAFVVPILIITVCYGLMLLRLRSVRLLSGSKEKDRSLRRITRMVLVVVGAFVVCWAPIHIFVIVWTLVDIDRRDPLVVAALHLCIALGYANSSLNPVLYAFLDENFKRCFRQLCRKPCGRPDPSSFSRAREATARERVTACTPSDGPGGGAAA
# OPRM1-OPRD1 ag = agonists of OPRM1-OPRD1 heterodimerization, primary screen, cell-based, luminescence; Mu-type opioid receptor (Homo sapiens) + Delta-type opioid receptor (Homo sapiens), …; cells; activation, % at 9.3 µM; 340,000 tested, 0.3% active; AID 504326, 2011; in the data active means activation above about 18%;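 further: 0% = vehicle-treated cells and 100% = reference agonist; values of inactives mirror those of a sister screen read the other way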
# V-ATPase pHluor = regulators of yeast V-ATPase proton pumping, primary screen, pHLuorin cytosolic pH fluorescence; 350,000 tested, 0.37% active; S. cerevisiae; response, % at 10 µM; in the data active means response mostly above about 7.3%, no sharp cut-off; inactive means mostly below about 5.4%; further: actives read high; inactives centre near 0; some compounds called inactive have numbers as strong as hits; reference of the scale not given here
# Keap1-Nrf2 PPI = Keap1-Nrf2 protein-protein interaction inhibitors, primary screen, biochemical, fluorescence polarization, single point; inhibition, % at 9.4 µM; Keap1 Kelch-Nrf2 peptide fluorescence polarization, 1536-well; 340,000 tested, 0.15% active; Kelch-like ECH-associated protein 1 (Homo sapiens), Q14145; in the data active means inhibition above about 12%;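 further: human Keap1 Kelch domain with fluorescein labeled Nrf2 9mer peptide probe; 0% = neutral control wells and 100% = peptide positive control; higher means more block of Keap1 binding to Nrf2 peptide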
# RTF Ca sens inh = cardiac RTF calcium sensitivity inhibitors, primary screen, biochemical, IANBD-TnC fluorescence, EC70 calcium; 340,000 tested, 0.12% active; Troponin I, cardiac muscle (Homo sapiens) + Troponin T, cardiac muscle (Homo sapiens) + …; inhibition, % at 7.15 µM; IANBD-labeled cardiac RTF, Ca2+ fluorescence;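 active means inhibition above the mean inhibition of all tested compounds plus 3 SD, cut at about 17% in these data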;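 further: assay run at fixed EC70 calcium of 1.6 mM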
# An asterisk follows results filed as active; . = no result given.
SMILES,LANA DNA inh,Arrestin-AP2 inh,RTF Ca sens act,Wnt bcat act,DSG3 Ab inh,OPRM1-OPRD1 inv,OPRM1-OPRD1 ag,V-ATPase pHluor,Keap1-Nrf2 PPI,RTF Ca sens inh
O=C(NN1C(=O)C2C3C=CC(C3)C2C1=O)c1ccncc1 (centres undefined),3.1,-5.7,1.2,.,90.0,17.3,-3.4,8.9,-0.1,-4.0
COc1cccc(NC(=O)Nc2ccc3c(c2)N(C)C(=O)CS3)c1,-1.8,4.6,6.4,6.5,104.3,1.2,-0.2,5.2,-5.9,-8.5
CC(C)C[C@H](NC(=O)OC(C)(C)C)C(=O)NCC1CCC(C(=O)N[C@@H](Cc2ccccc2)C(=O)O)CC1 (some centres undefined),1.8,-5.7,-0.6,1.2,100.2,13.1,-2.8,2.2,-3.7,-14.3
CC(C)CCc1noc(CN(CC2CCC2)CC2CCCO2)n1 (centres undefined),-0.7,10.1,1.8,-3.9,104.8,8.1,-1.6,2.4,-4.3,-1.8
CCNc1ccc(S(=O)(=O)NCCN(C)C)cc1[N+](=O)[O-],0.6,32.5,-6.2,-1.4,98.3,22.8,-4.3,-0.4,-0.4,2.8
COc1cccc2c(=O)cc(C)n(CC(=O)Nc3ccc(Br)cc3)c12,1.0,3.2,1.5,-2.5,.,13.7,-2.8,0.9,3.8,-4.6
O=C(O)CC1SC(=Nc2cccc(O)c2)NC1=O (centres undefined),0.1,-4.8,-0.1,4.0,92.9,-11.8,1.9,-0.1,1.3,-14.9
CCOc1cc(C(=O)NCC(=O)N/N=C/c2sccc2C)cc(OCC)c1OCC,2.0,35.0,-1.9,-0.4,107.0,9.1,-1.8,2.4,-3.4,2.8
CCC1(C)Cc2c(sc3nc(SC)nc(N)c23)CO1 (centres undefined),0.8,5.3,7.4,.,112.3,11.8,-2.1,1.0,-4.5,-8.0
COc1cc(CNCc2ccncc2)cc(Br)c1OCc1ccccc1F,-0.1,4.0,-0.1,.,111.5,1.1,-0.2,-2.4,-0.5,-2.5
S=C1NCN(C2CCCCC2)CN1c1ccccc1,-2.1,36.8,-1.9,1.9,115.1,9.7,-1.8,4.1,0.3,-4.3
CCCCOc1ccc(CSC2=NCCN2)cc1[N+](=O)[O-],-1.1,0.7,0.4,.,85.3,-5.5,0.8,-0.2,-2.9,-4.2
CC(=O)Nc1ccc(NC(=O)Cn2c(=O)n(-c3ccc(F)cc3)c(=O)c3oc4ccccc4c32)cc1,2.0,12.5,1.4,1.7,91.3,4.6,-0.9,1.9,-2.1,-3.4
COc1ccc(-c2nnc(NC(=O)C3=COCCO3)o2)cc1,-1.2,-12.3,-1.7,-3.4,119.0,4.4,-0.8,-2.0,3.0,2.5
N#Cc1cccc(-n2nnnc2-c2ccccn2)c1,1.9,11.6,-0.6,-1.0,96.2,10.6,-2.0,-1.1,0.2,9.1
CCOC(=O)CSc1nnc(Cc2ccccc2)n1-c1cccc(Cl)c1,-0.8,26.1,-4.4,.,.,16.4,-2.7,-4.1,4.8,1.6
CC(=O)/C=C/c1ccccc1Oc1c(F)c(F)nc(F)c1F,-2.0,28.9,0.9,7.0,94.5,3.4,-0.6,-0.7,0.6,-3.9
O=C(Oc1ccccc1C(=O)N1CCOCC1)c1ccccc1,0.6,-4.8,-2.7,.,95.5,9.9,-1.9,-0.4,2.6,-6.3
O=C(Cc1ccccc1)Nc1ccc(NC(=O)c2ccccc2)nc1,-2.1,-11.1,-1.1,17.5,98.4,7.2,-1.1,-1.3,-1.9,-10.7
O=C(Cn1c(=O)c2cccn2c2ccccc21)NCCc1ccccc1,-1.5,2.7,-3.0,0.9,83.3,10.3,-2.0,-1.8,-0.3,-1.0
CCOc1ccc(CN2CCNC(=O)C2CC(=O)O)cc1 (centres undefined),-1.6,17.9,4.2,2.4,101.8,-12.4,2.1,2.7,-1.0,6.1
O=S1(=O)[C@H]2C[C@@H]3C=C[C@@]2(CN1Cc1cccc(F)c1)O3,1.0,23.9,-3.5,-1.2,102.0,15.0,-3.3,-2.3,-2.8,7.4
Cc1ccc(N=C(NO)c2nonc2N)c(C)c1,0.9,8.2,12.7,-3.2,.,9.7,-1.9,-5.6,-5.0,-18.6
CC1CCC2(CC1)NC(=O)N(NC(=O)c1cccs1)C2=O (centres undefined),2.8,4.2,-2.2,-0.2,100.0,-1.6,0.4,-0.5,-1.9,-9.5
Cc1nccn1CCCNC(=O)CC1C(=O)NCCN1Cc1ccc(Cl)c(F)c1 (centres undefined),1.4,1.2,-4.3,-3.7,112.1,4.2,-0.6,0.3,-0.5,-2.1

# (cont.)
SMILES,LANA DNA inh,Arrestin-AP2 inh,RTF Ca sens act,Wnt bcat act,DSG3 Ab inh,OPRM1-OPRD1 inv,OPRM1-OPRD1 ag,V-ATPase pHluor,Keap1-Nrf2 PPI,RTF Ca sens inh
CCCN1CNC(=S)N(c2cccc(C)c2)C1,0.8,9.6,4.6,14.6,100.7,9.6,-1.9,0.4,-3.8,1.8
CCCC1O[C@@H]2CC3C4CCC5=CC(=O)C=C[C@]5(C)C4C(OC(C)=O)C[C@]3(C)[C@]2(C(=O)COC(C)=O)O1 (some centres undefined),-0.9,-9.8,5.2,-6.1,.,10.2,-1.6,0.6,1.3,11.3
CCOc1ccc(C(CC(=O)O)NC(=O)C23CC4CC(CC(C4)C2)C3)cc1 (centres undefined),-1.4,-3.8,0.5,.,98.1,10.0,-1.8,0.0,-5.0,-3.2
S=C(NCCC(c1ccccc1)c1ccccc1)Nc1ccccc1Cl,-0.7,3.2,5.4,.,103.8,-10.6,1.8,-2.5,-6.0,0.3
O=C(OCc1nc2ccc(Cl)cc2n1CCO)c1ccc2c(c1)OCO2,-0.4,-0.3,5.0,.,105.2,9.3,-1.7,-6.2,-6.5,-7.0
CCN(CC)C(=S)Nc1ccc(Cl)c(Cl)c1,0.6,-24.1,8.8,-3.4,103.1,7.5,-1.5,-3.6,-3.4,-7.5
CN(C)C(=O)[C@H]1C[C@H]1[C@@H](O)[C@H](CO)NC(=O)[C@H](Cc1ccccc1)NC(=O)OC(C)(C)C,0.7,-6.2,1.1,0.2,103.8,24.1,-5.2,0.1,0.9,-0.8
CCOC(=O)c1ccccc1NC(=O)CSc1nc2[nH]ncc2c(=O)[nH]1,0.7,34.8,2.6,0.7,94.7,-0.8,0.1,2.9,3.9,-7.1
CCOc1ccccc1C(C(=O)NC1CCCCC1)N(C(=O)c1csnn1)C1CC1 (centres undefined),-1.1,-2.9,-4.1,-5.2,98.7,11.5,-1.8,0.8,-3.9,-4.6
CCn1c(SCC(=O)Nc2nc(C)c(C)s2)nnc1-c1cccs1,-0.5,23.2,2.0,-1.4,104.8,3.6,-0.7,-5.5,4.7,-10.5
COC(=O)C(CCSC)NC(=O)CNS(=O)(=O)c1ccc(Br)cc1 (centres undefined),-0.4,23.8,-0.2,-2.7,96.5,8.9,-1.5,2.5,-2.6,-6.6
COC(=O)C1=C(N)OC2=C(C(=O)CC(C)(C)C2)C1c1cccnc1 (centres undefined),0.1,17.9,4.9,-7.1,109.1,20.9,-3.6,-4.1,-0.8,7.5
CNCC(O)Cn1c2c(c3ccccc31)CCCC2 (centres undefined),-0.4,0.2,6.9,-1.9,102.5,-9.0,1.3,-2.6,-5.2,-1.6
COc1ccc(N(CCC(=O)O)S(=O)(=O)c2ccc(C)c(C)c2)cc1,1.9,2.8,2.2,2.5,89.4,9.7,-1.8,-3.8,3.9,5.8
Cc1ccc(N(CC2CO2)S(=O)(=O)c2ccccc2[N+](=O)[O-])cc1 (centres undefined),-0.7,-0.6,-1.0,1.4,.,0.8,-0.1,-0.2,-3.5,-5.3
Oc1ccc(-c2csc(-c3cccnc3)n2)cc1O,-11.3,30.9,-6.5,15.1,101.0,5.5,-1.1,1.8,-1.1,-1.3
Cc1c(C#N)c(=O)oc2ccc3ccccc3c12,3.4,12.9,6.7,.,.,2.6,-0.4,-1.0,-7.5,-2.4
O=C(CSc1ccc2nnc(-c3ccc(F)cc3)n2n1)NCC1CCCO1 (centres undefined),-0.6,2.0,-5.0,.,102.9,1.0,-0.2,-0.1,-3.6,-7.8
CCCn1c(C(O)c2ccc(OCC)cc2)nc2ccccc21 (centres undefined),-0.4,-9.0,-8.4,-0.9,99.6,20.0,-3.4,-3.3,0.6,5.5
COc1ccc(NC(=O)CN(C)C(=O)c2sc3cc(Cl)ccc3c2Cl)cc1,0.8,5.5,0.6,-2.3,99.7,-7.6,1.2,-3.5,0.5,-12.8
CCOc1ccc(S(=O)(=O)NCCC(=O)NC(C)CCc2ccccc2)cc1 (centres undefined),0.2,-5.9,-0.3,-2.0,101.8,18.4,-3.4,2.3,3.7,-4.2
Oc1cccc(-n2nnnc2SCc2ccccc2F)c1,-0.7,6.7,-1.2,0.4,100.4,2.6,-0.6,-0.1,0.4,4.4
COc1ccccc1NC(=S)N1CCC(NC(=O)c2ccco2)CC1,1.2,3.6,2.6,-1.4,94.0,9.3,-1.9,-0.1,3.3,-19.9
O=S(NCc1ccccc1)C12CC3CC(CC(C3)C1)C2 (centres undefined),0.4,-2.5,-3.4,-0.6,88.7,9.0,-1.6,0.2,1.4,-14.7
Cc1ccc(C)c2nc(SCC(=O)N3CCCc4ccccc43)c(C#N)cc12,-1.9,19.4,0.7,-3.1,.,9.4,-1.8,0.7,-5.2,-0.5
Cc1csc(NC(=O)CNS(=O)(=O)c2cccs2)n1,0.3,21.0,0.5,.,98.8,5.7,-1.1,-1.2,4.5,-22.5

# Whole records, quoted from the list. Values in the order: LANA DNA inh, Arrestin-AP2 inh, RTF Ca sens act, Wnt bcat act, DSG3 Ab inh, OPRM1-OPRD1 inv, OPRM1-OPRD1 ag, V-ATPase pHluor, Keap1-Nrf2 PPI, RTF Ca sens inh
# S=C(NCCC(c1ccccc1)c1ccccc1)Nc1ccccc1Cl in the list: -0.7, 3.2, 5.4, ., 103.8, -10.6, 1.8, -2.5, -6.0, 0.3
# CCCN1CNC(=S)N(c2cccc(C)c2)C1 in the list: 0.8, 9.6, 4.6, 14.6, 100.7, 9.6, -1.9, 0.4, -3.8, 1.8
# Oc1cccc(-n2nnnc2SCc2ccccc2F)c1 in the list: -0.7, 6.7, -1.2, 0.4, 100.4, 2.6, -0.6, -0.1, 0.4, 4.4
